# GPR7 antag = antagonists of human GPR7 (neuropeptides B/W receptor 1). P48145. GPR7-expressing cells, fluorescence antagonist assay. inhibition, % at 4.4 µM. hit rate 1.1% among 290,000; in the data active = inhibition above about 16%, passing the limit was not always enough;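 note: cells stimulated with the agonist NPW; 0% = agonist with vehicle and 100% = vehicle without agonist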
# Target sequence (P48145 whole entry, looked up): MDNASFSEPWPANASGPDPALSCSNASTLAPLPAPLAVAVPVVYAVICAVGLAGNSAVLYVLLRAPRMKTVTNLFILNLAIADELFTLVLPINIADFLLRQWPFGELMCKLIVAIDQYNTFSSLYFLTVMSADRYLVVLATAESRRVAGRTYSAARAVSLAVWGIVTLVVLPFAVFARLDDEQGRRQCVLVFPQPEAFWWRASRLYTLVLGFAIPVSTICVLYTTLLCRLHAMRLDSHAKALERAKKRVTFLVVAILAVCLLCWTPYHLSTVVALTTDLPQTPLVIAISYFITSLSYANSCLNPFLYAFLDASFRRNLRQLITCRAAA
# VIM-2 inh = inhibitors of Pseudomonas aeruginosa VIM-2 metallo-beta-lactamase. AID 1527. inhibition, % at 5.6 µM. purified VIM-2, nitrocefin hydrolysis, epi-absorbance fluorescence. hit rate 0.89% among 290,000;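 active = inhibition above the mean of all tested compounds plus 3 SD, cutoff set per screening run, cut at about 7.5% in these data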;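 note: red hydrolysis product quenches plate fluorescence so inhibitors raise well fluorescence; 0% = enzyme with DMSO and 100% = DMSO without enzyme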
# GalR3 antagonist = antagonists of human GalR3 | O60755 | HEK293 GalR3-CNG cAMP membrane potential fluorescence; galR3 body fused to GalR1 C-terminus | inhibition, % at 3 µM | hit rate 0.44% among 360,000 | AID 651719;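 active = inhibition above the screen-wide average plus 3 SD, cut at about 13% in these data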;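 note: forskolin and galanin both at EC90 stimulate the cells; cAMP rise reported by CNG channel membrane potential dye signal; 0% = forskolin plus galanin with DMSO and 100% = forskolin alone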
# Target sequence (O60755 1-299 limits assumed): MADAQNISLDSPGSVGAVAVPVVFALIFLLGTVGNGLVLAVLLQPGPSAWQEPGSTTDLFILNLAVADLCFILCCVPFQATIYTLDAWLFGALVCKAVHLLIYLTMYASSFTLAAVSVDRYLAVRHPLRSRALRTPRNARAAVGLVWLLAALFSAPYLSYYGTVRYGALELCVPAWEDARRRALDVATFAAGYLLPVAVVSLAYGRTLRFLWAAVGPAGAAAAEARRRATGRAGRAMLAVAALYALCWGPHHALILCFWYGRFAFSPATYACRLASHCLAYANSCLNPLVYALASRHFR
# PHOSPHO1 inh = PHOSPHO1 (human) inhibition. Q8TCT1. recombinant PHOSPHO1, absorbance phosphatase assay. inhibition, % at 13.3 µM. hit rate 1.1% among 290,000. AID 1565; in the data active = inhibition above about 60%
# Target sequence (Q8TCT1 whole entry, looked up): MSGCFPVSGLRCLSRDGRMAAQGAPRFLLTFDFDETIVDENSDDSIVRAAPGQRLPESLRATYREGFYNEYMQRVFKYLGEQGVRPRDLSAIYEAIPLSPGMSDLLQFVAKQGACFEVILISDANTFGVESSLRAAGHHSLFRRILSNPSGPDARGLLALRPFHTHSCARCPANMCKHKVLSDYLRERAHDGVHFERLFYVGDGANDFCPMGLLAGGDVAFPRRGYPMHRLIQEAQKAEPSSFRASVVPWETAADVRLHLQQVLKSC
# NS3 helicase inh = inhibitors of Hepatitis C virus NS3 helicase; NS3 helicase DNA unwinding, Cy5 molecular beacon fluorescence; inhibition, % at 10.9 µM; hit rate 0.56% among 290,000; AID 1800;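 active = inhibition above the mean of all tested compounds plus 3 SD, set per campaign, cut at about 35% in these data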;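 note: 0% = DMSO wells and 100% = thioflavine S control wells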
#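 Control set: DMSO versus 110 µM thioflavine S; Material: NS3 helicase fragment of HCV; Measured by: Cy5 fluorescence at 0 and 60 min, beacon hairpin quenching; Read-out basis: percent inhibition from t60/t0 fluorescence ratio; Times: reaction time 60 min, 25 °C; Repeats: single replicate; Compound dosing: single dose, 10.9 µM nominal final, DMSO 0.8% final.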
# V1aR counter = counter-screen for oxytocin receptor agonists: human V1a receptor agonists | P37288 | CHO-V1R cells, Fluo-8 calcium fluorescence, agonist mode; 0% DMSO, 100% 3 nM vasopressin | activation, % at 3 µM | hit rate 0.25% among 320,000 | AID 2797;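 active = activation above the mean activation of all tested compounds plus 3 SD, per screening run, cut at about 20% in these data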;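 note: signal is peak over basal fluorescence ratio across a 100 second FLIPR read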
# DNA FID counter = counter-screen for HCV NS3 helicase inhibitors: DNA intercalator displacement. DNA fluorescent intercalator displacement, fluorescence. inhibition, % at 7.9 µM. hit rate 0.17% among 290,000; in the data active = inhibition above about 37%;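 note: 0% = vehicle and 100% = reference compound; higher means more ethidium bromide displaced from hairpin DNA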
# OXTR ag = agonists of human oxytocin receptor | hit rate 0.32% among 320,000 | activation, % at 3 µM | CHO-OTR cells, Fluo-8 calcium fluorescence; normalized: DMSO 0%, oxytocin 100%;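 active = activation above the mean of all tested compounds plus 3 SD, cutoff set per screening run, cut at about 20% in these data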;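 note: peak over basal fluorescence ratio from a 100 s FLIPR kinetic read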
# IMP-1 inh = inhibitors of Pseudomonas aeruginosa IMP-1 metallo-beta-lactamase | purified IMP-1, nitrocefin hydrolysis, epi-absorbance fluorescence | inhibition, % at 5.6 µM | hit rate 0.45% among 290,000 | AID 1556;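 active = inhibition above the mean plus 3 SD of all compounds in the same screening run, cut at about 4.5% in these data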;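 note: 0% = IMP-1 with DMSO and 100% = DMSO wells lacking enzyme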
#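 System: Purified recombinant IMP-1 metallo-beta-lactamase enzyme | Measured by: Fluorescence quenching readout, ex 480/em 530 nm | Replication: Singlicate | Incubation: 15 min preincubation plus 25 min reaction at 25 °C | Evaluation: Percent inhibition from optical density relative to buffer-blank wells | Benchmarks: DMSO with and without IMP-1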
# * = called active by the depositor; x = no result given.
SMILES,GPR7 antag,VIM-2 inh,GalR3 antagonist,PHOSPHO1 inh,NS3 helicase inh,V1aR counter,DNA FID counter,OXTR ag,IMP-1 inh
CC(C)(C)c1cnnn1-c1ccc(NC(=O)c2ccc(Br)o2)cc1,-14,-4.0,-8,15,1,2.5,-25,2.3,-4.4
Cc1nc(SC2C=CS(=O)(=O)C2)n[nH]1 (stereo unspecified),5,-0.1,x,-12,3,0.2,5,0.2,-2.1
CCNC(=S)N/N=C/c1ccc(OCc2ccc(C(=O)OC)cc2)cc1,-2,-2.3,0,-5,0,1.3,-5,-0.2,-3.5
Fc1ccccc1CSc1nnc(-c2cnccn2)n1Cc1ccco1,1,-1.3,-3,-6,1,0.4,-22,-1.5,-1.5
COc1ccc(/C=C(\NC(=O)c2ccc(OC)c(OC)c2)C(=O)NCCc2c[nH]c3ccccc23)cc1,-11,-0.6,-3,42,-8,0.4,-27,-0.4,-3.3
CCOc1ccc2cc(C#N)c(SCC(=O)NC(C)CC)nc2c1 (stereo unspecified),-4,-1.8,x,7,1,-1.0,2,-0.8,-5.4
CC(CCc1ccccc1)NC(=O)CSc1cccc[n+]1[O-] (stereo unspecified),-2,-6.1,-3,2,3,0.3,1,0.7,-5.9
c1cc2c(cc1C1=NNC(=NC3CC3)SC1)OCCO2,3,-6.4,1,21,-8,-0.5,-2,-1.2,-1.2
CCC(C)[C@H](NC(=O)N1CCC(C)CC1)C(=O)OC (stereo partly specified),-11,-1.5,1,24,1,-0.1,-7,-0.6,-1.3
CC(C)c1ccc(Nc2c([N+](=O)[O-])c(=O)n(C)c3ccccc23)cc1,3,-2.6,-1,16,6,-1.7,-15,-3.0,-0.6
O=C(OCc1cn(-c2ccc(Cl)cc2)nn1)c1ccccc1,-4,-1.8,-4,2,7,-0.6,-4,-1.8,-2.0
N#CC1=C2SCN(c3ccc(F)cc3)CN2C(=O)CC1c1cccc(F)c1 (stereo unspecified),-4,-2.5,x,64*,15,-0.3,-14,0.6,-2.4
CN(c1ccccc1)S(=O)(=O)c1ccc(Cl)c(C(=O)OCC(=O)NC2CCS(=O)(=O)C2)c1 (stereo unspecified),-5,-0.1,-10,38,-4,0.1,-10,-0.5,-0.4
Cn1c(SCC(=O)N/N=C/C=C\c2ccco2)nc2ccccc21,0,-5.3,-2,73*,18,-1.2,-16,-1.8,-3.9
CCCN1C(=O)c2ccccc2NC1c1ccc(OC)cc1O (stereo unspecified),8,1.1,-5,2,1,-1.2,-9,-1.3,-0.9
CCCCCn1c(=O)[nH]c2cc(C(=O)N3CCN(Cc4ccc5c(c4)OCO5)CC3)ccc2c1=O,19,-1.3,99*,1,3,7.2,-1,6.0,2.0
O=c1[nH]c(/C=C/c2ccccc2Cl)nc2ccccc12,16,-0.3,-11,40,-2,0.7,-10,0.4,-6.5
O=C(NCc1ccco1)c1ccc(Cl)s1,-8,-0.4,0,16,7,-1.0,0,-1.3,-2.5
Cc1cc(C(=O)N2CCN(Cc3ccccc3)CC2)on1,-12,-3.5,5,-2,4,0.4,-4,-0.6,-2.6
O=c1c(-c2ccnn2-c2cccc(Cl)c2)cnc2n1CCS2,-6,-1.6,0,-6,-2,0.5,-1,-0.6,-0.7
Cc1cccc(-c2nc(Nc3cccc(O)c3)c3ccccc3n2)c1,7,1.1,-11,-7,-22,1.5,15,0.0,1.0
COCC(=O)Nc1nnc(SCC(=O)N2CCCCC2)s1,-7,-3.6,-6,35,3,0.7,-2,1.6,-2.0
O=C(NCc1ccc2c(c1)OCO2)c1sccc1Br,-7,-3.0,0,-19,-7,-0.5,1,-1.9,-1.1
COc1ccc(NC(=O)CN2CCC3(O)CCCCC3C2c2ccccc2OC)cc1 (stereo unspecified),2,-0.2,-3,9,-16,x,21,x,0.4
Cn1c(=O)n(C)c2cc(NC(=O)CCc3ccccc3)c(Br)cc21,-10,0.9,-4,49,-3,1.7,-10,0.5,-0.1
Nn1c(SCc2ccccc2F)nnc1-c1ccccn1,-12,-1.4,-4,24,7,-2.3,-9,-1.9,-2.0
O=C(NC(=O)c1ccccc1F)Nc1nc(-c2cccs2)cc(C(F)(F)F)n1,7,-2.6,3,-4,-1,-1.2,-2,-0.4,0.6
OC1(C#CCCN2CCCCC2)c2ccccc2-c2ccccc21,5,-0.3,-1,-21,-9,-0.1,23,1.2,-0.8
Cn1c(SCc2nc3ccccc3n2CCO)nc2ccccc21,-3,-4.7,0,33,18,1.0,-8,-0.4,-8.2
CC(=O)N1N=C(c2ccc(Br)cc2)OC12CCCC2,-14,-2.3,-5,12,6,0.3,-3,1.0,-3.2
CCOC(=O)N1CCC(NC(=O)c2cc(S(=O)(=O)N3CCOCC3)ccc2F)CC1,2,-1.4,x,2,0,3.2,-10,1.2,-1.9
O=C(Nc1ccccc1)NC1(C(=O)NCc2cccs2)CCCCC1,-16,0.2,1,-14,-5,0.0,2,0.7,-2.6
O=C(C1=C(O)C(=O)N(Cc2ccco2)C1c1cccs1)c1cccs1 (stereo unspecified),-11,-2.2,-5,-5,-2,-0.1,-16,-0.9,-1.2
CCOc1cccc2sc(=NC(=O)c3ccco3)n(CC(=O)OC)c12,-18,0.3,3,24,1,-1.5,-16,-2.4,-1.7
CCOc1cccc2sc(N(CCN(C)C)C(=O)/C=C/c3cccs3)nc12,6,-1.3,x,40,-88,2.0,26,4.9,-0.7
N#Cc1c(-c2ccco2)nc(SCc2ccc(F)cc2)[nH]c1=O,-8,-4.3,-2,28,24,0.7,-37,-1.3,-2.5

# Part of the list above in order of molar mass, rising:
SMILES,GPR7 antag,VIM-2 inh,GalR3 antagonist,PHOSPHO1 inh,NS3 helicase inh,V1aR counter,DNA FID counter,OXTR ag,IMP-1 inh
O=C(NCc1ccco1)c1ccc(Cl)s1,-8,-0.4,0,16,7,-1.0,0,-1.3,-2.5
Cc1cc(C(=O)N2CCN(Cc3ccccc3)CC2)on1,-12,-3.5,5,-2,4,0.4,-4,-0.6,-2.6
OC1(C#CCCN2CCCCC2)c2ccccc2-c2ccccc21,5,-0.3,-1,-21,-9,-0.1,23,1.2,-0.8
CC(=O)N1N=C(c2ccc(Br)cc2)OC12CCCC2,-14,-2.3,-5,12,6,0.3,-3,1.0,-3.2
Cc1cccc(-c2nc(Nc3cccc(O)c3)c3ccccc3n2)c1,7,1.1,-11,-7,-22,1.5,15,0.0,1.0
COCC(=O)Nc1nnc(SCC(=O)N2CCCCC2)s1,-7,-3.6,-6,35,3,0.7,-2,1.6,-2.0
O=c1c(-c2ccnn2-c2cccc(Cl)c2)cnc2n1CCS2,-6,-1.6,0,-6,-2,0.5,-1,-0.6,-0.7
Cn1c(SCc2nc3ccccc3n2CCO)nc2ccccc21,-3,-4.7,0,33,18,1.0,-8,-0.4,-8.2
O=C(NCc1ccc2c(c1)OCO2)c1sccc1Br,-7,-3.0,0,-19,-7,-0.5,1,-1.9,-1.1
O=C(Nc1ccccc1)NC1(C(=O)NCc2cccs2)CCCCC1,-16,0.2,1,-14,-5,0.0,2,0.7,-2.6
CCOc1cccc2sc(=NC(=O)c3ccco3)n(CC(=O)OC)c12,-18,0.3,3,24,1,-1.5,-16,-2.4,-1.7
O=C(C1=C(O)C(=O)N(Cc2ccco2)C1c1cccs1)c1cccs1 (stereo unspecified),-11,-2.2,-5,-5,-2,-0.1,-16,-0.9,-1.2
Cn1c(=O)n(C)c2cc(NC(=O)CCc3ccccc3)c(Br)cc21,-10,0.9,-4,49,-3,1.7,-10,0.5,-0.1
CCOc1cccc2sc(N(CCN(C)C)C(=O)/C=C/c3cccs3)nc12,6,-1.3,x,40,-88,2.0,26,4.9,-0.7
O=C(NC(=O)c1ccccc1F)Nc1nc(-c2cccs2)cc(C(F)(F)F)n1,7,-2.6,3,-4,-1,-1.2,-2,-0.4,0.6
COc1ccc(NC(=O)CN2CCC3(O)CCCCC3C2c2ccccc2OC)cc1 (stereo unspecified),2,-0.2,-3,9,-16,x,21,x,0.4
CCOC(=O)N1CCC(NC(=O)c2cc(S(=O)(=O)N3CCOCC3)ccc2F)CC1,2,-1.4,x,2,0,3.2,-10,1.2,-1.9

# Additional structures follow:
SMILES,GPR7 antag,VIM-2 inh,GalR3 antagonist,PHOSPHO1 inh,NS3 helicase inh,V1aR counter,DNA FID counter,OXTR ag,IMP-1 inh
COc1ccc(C(=O)Nc2ccccc2C(=O)Nc2cc(C)ccn2)cc1,-9,-1.1,-9,3,-8,-0.9,-32,-2.4,2.2
CC(C)n1c(C(=O)OCC(=O)NCc2ccc3c(c2)OCO3)cc2occc21,15,-0.2,-9,2,3,-0.2,-22,-1.4,-2.1
Cc1ccc(-c2cc(N)n3nc(-c4ccc(C)cc4)cc3n2)cc1,3,-1.4,1,10,-6,0.5,1,-0.6,-1.8
COc1ccc(CNC(=O)C2CC(C)=C(C)CC2C(=O)O)cc1OC (stereo unspecified),-14,-1.2,-10,39,5,0.7,-1,0.0,-2.2
O=C(O)c1ccn(COc2ccc(Br)cc2)n1,-10,-3.5,-4,2,-6,1.6,3,-0.1,-1.5
Cc1[nH]c(=O)[nH]c(=O)c1S(=O)(=O)N1CCCC(C(=O)N2CCC(Cc3ccccc3)CC2)C1 (stereo unspecified),-13,0.1,x,-18,-3,0.9,-26,-0.1,-2.0
Cc1ccc(CNC(=O)C(=O)NCC2OCCN2S(=O)(=O)c2cccs2)cc1 (stereo unspecified),-12,-3.4,x,16,5,0.7,-15,-0.6,-1.0
O=C(NCCCN1CCOCC1)c1ccc2c(c1)N(Cc1ccccc1)C(=O)c1ccccc1S2,-3,-3.0,-10,13,-61,0.1,12,0.9,-3.5
CCOC(=O)C1CCCN(C(=O)c2ccc3c(=O)n(CCOC)c(=S)[nH]c3c2)C1 (stereo unspecified),5,-0.9,-8,-26,-12,4.0,-20,2.9,0.1
O=S(=O)(c1ccccc1)c1ncc(C(F)(F)F)cc1Cl,-12,1.7,15*,20,3,x,2,x,-2.5
COc1cccc(OCCCCN2CC(C)OC(C)C2)c1 (stereo unspecified),4,-0.5,0,15,-6,0.7,3,-0.4,1.5
Cc1nc(SCC(=O)c2ccc(Cl)cc2)c([N+](=O)[O-])[nH]1,-4,0.9,4,23,2,6.0,7,2.5,-1.5
CCN(CC)CC(=O)Nc1ccc2c(c1)Nc1ccccc1CC2,14,-0.6,-8,16,-85,4.7,27,7.5,-2.6
CC(=O)c1ccc(N(C)C)c2c(N(C)C)cccc12,-9,0.8,-7,-6,-5,0.7,4,0.5,2.3
C=CCNC(=O)/C(=C\C=C\c1ccccc1)NC(=O)c1ccccc1Cl,-11,-1.7,-4,7,-14,-0.5,-14,0.5,-4.2

# Compound activity (PubChem)
